HKDC1 inh: HKDC1 hexokinase inhibitors, primary screen, biochemical, fluorescence, uHTS. Q2TB90. recombinant HKDC1, G6PDH/diaphorase resazurin coupled fluorescence. inhibition, % at 20 µM. 0.16% of 340,000 active. AID 493160, 2011;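 active = inhibition above about 35% when tested at 20 µM, limit read from the data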;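 note: plate controls were DMSO wells with enzyme for no effect and DMSO wells lacking enzyme for full effect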
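System: Recombinant HKDC1 hexokinase | Amount: HKDC1 at 5 µg/mL | Reagent: Glucose with 1 mM ATP | Doses: Single 20 µM dose | Incubation: Reaction time 90 min, room temperature, protected from light | Signal: Coupled resazurin fluorescence, excitation 525 nm, emission 613 nm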
PfG6PD inh: PfG6PD enzyme inhibitors, primary screen, biochemical, fluorescence intensity, uHTS. inhibition, % at 20 µM. AID 504690, 2011. PfGluPho enzyme, NADPH resazurin-diaphorase fluorescence. 0.78% of 350,000 active. glucose-6-phosphate dehydrogenase-6-phosphogluconolactonase (Plasmodium falciparum 3D7);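 active = inhibition reaching at least a set limit at 20 µM in the primary screen, cut at about 59% in these data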;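 note: 0% = DMSO wells with substrate and 100% = DMSO wells lacking glucose-6-phosphate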
mIAP block: inhibitors of mouse IAP, primary screen, biochemical, luminescence, uHTS; intestinal alkaline phosphatase [Mus musculus]; purified mouse IAP, CDP-Star luminescence, 30 min; inhibition, % at 10 µM; 0.2% of 330,000 active;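 active = inhibition of at least 40% at 10 µM in the primary screen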;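 note: plate controls were DMSO with enzyme for no effect and no enzyme wells for full effect; values of inactives mirror those of a sister screen read the other way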
mIAP act: activators of mouse IAP, primary screen, biochemical, luminescence, uHTS. AID 2805, 2010. muIAP, CDP-Star luminescence, 30 min; hits give high values; 1 = vehicle-only enzyme signal, 0 = enzyme-free wells. activation factor at 10 µM. 0.24% of 330,000 active;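 active = activation factor of at least 2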; note: the source names both 10 and 20 µM as test concentration; values of inactives mirror those of a sister screen read the other way
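Assay system: mouse IAP enzyme; reagent: chemiluminescent substrate CDP-Star; dosing: test compounds delivered from DMSO solution; schedule: 30 min at room temperature; measured by: luminescence from enzymatic CDP-Star hydrolysis; controls: DMSO-only wells and no-enzyme negative control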
ATG4B inh: ATG4B protease inhibitors, primary screen, biochemical, fluorescence, uHTS; Cysteine protease ATG4B (Homo sapiens), Q9Y4P1; ATG4B cleavage of LC3-PLA2, NBD-HPC fluorescence, 1 h; inhibition, % at 8.33 µM; 0.51% of 340,000 active; AID 504462, 2011; in the data active = inhibition above about 40%
Target sequence (Q9Y4P1 whole entry, looked up): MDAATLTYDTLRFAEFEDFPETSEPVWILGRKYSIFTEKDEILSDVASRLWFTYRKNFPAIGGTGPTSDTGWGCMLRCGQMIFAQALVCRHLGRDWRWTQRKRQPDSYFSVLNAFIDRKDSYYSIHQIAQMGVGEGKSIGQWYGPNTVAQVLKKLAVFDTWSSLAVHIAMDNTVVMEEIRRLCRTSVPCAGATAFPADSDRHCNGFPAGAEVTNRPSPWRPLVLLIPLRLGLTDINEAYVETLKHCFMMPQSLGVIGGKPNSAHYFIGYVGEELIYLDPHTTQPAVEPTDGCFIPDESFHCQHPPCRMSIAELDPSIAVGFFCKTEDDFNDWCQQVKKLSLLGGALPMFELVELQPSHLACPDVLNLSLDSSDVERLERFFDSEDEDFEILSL
hIAP block: human IAP inhibitors, primary screen, biochemical, luminescence, uHTS; purified IAP, CDP-Star luminescence, 30 min; 0.12% of 330,000 active; AID 2544, 2010; Intestinal-type alkaline phosphatase (Homo sapiens), P09923; inhibition, % at 10 µM;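 active = inhibition reaching a set limit with compound at 10 µM in the primary screen, cut at about 35% in these data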;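 note: plate controls were DMSO wells with enzyme for no effect and no-enzyme buffer wells for full effect; values of inactives mirror those of a sister screen read the other way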
Target sequence (P09923 whole entry, looked up): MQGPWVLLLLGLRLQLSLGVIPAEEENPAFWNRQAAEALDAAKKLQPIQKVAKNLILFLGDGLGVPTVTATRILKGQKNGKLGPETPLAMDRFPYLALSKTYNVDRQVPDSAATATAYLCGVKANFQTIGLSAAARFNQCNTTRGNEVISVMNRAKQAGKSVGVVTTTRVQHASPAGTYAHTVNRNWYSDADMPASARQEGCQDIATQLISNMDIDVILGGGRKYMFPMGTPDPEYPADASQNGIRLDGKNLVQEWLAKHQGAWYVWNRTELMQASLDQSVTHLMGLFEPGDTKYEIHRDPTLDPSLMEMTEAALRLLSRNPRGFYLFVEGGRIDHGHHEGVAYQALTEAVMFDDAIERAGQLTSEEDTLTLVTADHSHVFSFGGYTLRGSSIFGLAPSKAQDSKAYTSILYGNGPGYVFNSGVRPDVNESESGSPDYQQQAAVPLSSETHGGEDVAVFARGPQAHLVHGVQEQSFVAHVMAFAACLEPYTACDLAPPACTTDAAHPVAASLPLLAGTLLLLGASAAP
A3A deaminase: APOBEC3A ssDNA deaminase inhibitors, primary screen, selectivity assay for APOBEC3G inhibitor project, biochemical, FAM/TAMRA oligo cleavage fluorescence | DNA dC->dU-editing enzyme APOBEC-3A (Homo sapiens), P31941 | recombinant A3A, FAM/TAMRA ssDNA deamination fluorescence | inhibition, % at 20 µM | 0.41% of 330,000 active;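 active = at least 40% inhibition at 20 µM here, with at most 30% in a related deaminase screen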;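 note: plate controls were A3A with DMSO for no effect and wells lacking A3A enzyme for full effect; some results filed as inactive read as strong as hits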
hIAP act: human IAP activators, primary screen, biochemical, luminescence, uHTS; activation factor at 10 µM; 0.16% of 330,000 active; Intestinal-type alkaline phosphatase (Homo sapiens), P09923; purified human IAP, CDP-Star luminescence, 30 min; hits give high values; 1 = vehicle-only enzyme, 0 = enzyme-free background; AID 2524, 2010;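 active = activation factor of the enzyme at least 2-fold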; note: the source names both 10 and 20 µM as test concentration; values of inactives mirror those of a sister screen read the other way
Numbers without * were called inactive; / = no result given.

HKDC1 inh	PfG6PD inh	mIAP block	mIAP act	ATG4B inh	hIAP block	A3A deaminase	hIAP act	smiles
-2	3	11	0.89	-10	3	-4	0.97	N#Cc1ccccc1S(=O)(=O)N1CCN(C(=O)c2cn(-c3ccccc3)nc2-c2cccnc2)CC1
1	-16	29	0.71	9	9	6	0.91	O=C(C1CCN(S(=O)(=O)c2cccs2)CC1)N1CCCCCC1
1	0	-1	1	-10	5	2	0.95	Cc1cc(CN2CCCC(C(=O)Nc3ccc(-c4nc5ccccc5[nH]4)cc3)C2)n[nH]1 (stereo not given)
6	16	11	0.89	-25	-3	8	1	Cc1cc(Cl)cc2c1NC(=O)[C@]21[C@@H]2C(=O)N(Cc3ccccc3)C(=O)[C@@H]2[C@@H]2CCCN21
0	-8	-9	1.1	-8	-8	5	1.1	COc1cc2c(cc1OC)C(C(=O)NCC1COc3ccccc3O1)C(c1cccnc1)N(C)C2=O (stereo not given)
-7	-6	-10	1.1	6	-16	0	1.2	CCN(CC)S(=O)(=O)c1ccc(NC(=O)C2CCCN(C(=O)c3ccc(Cl)cc3)C2)cc1 (stereo not given)
-1	12	-2	1	-8	14	-2	0.86	CN(C(=O)c1ccc(Br)o1)C1CCCCC1
4	3	-43	1.4	-5	-8	0	1.1	CCOc1ccccc1NC(=O)NC1CC2CCCC(C1)N2Cc1nnnn1CCc1ccccc1 (stereo not given)

Reprinted from the part before: two entries; new compounds follow.
HKDC1 inh	PfG6PD inh	mIAP block	mIAP act	ATG4B inh	hIAP block	A3A deaminase	hIAP act	smiles
-1	12	-2	1	-8	14	-2	0.86	CN(C(=O)c1ccc(Br)o1)C1CCCCC1
4	3	-43	1.4	-5	-8	0	1.1	CCOc1ccccc1NC(=O)NC1CC2CCCC(C1)N2Cc1nnnn1CCc1ccccc1 (stereo not given)
-8	23	5	0.95	-7	2	-4	0.98	COc1ccc(CNC(=O)CSc2cc(=O)n(C)c3ccccc23)cc1
-2	-17	3	0.97	4	-9	-4	1.1	Cc1ccc(N(C(=O)c2csnn2)C(C(=O)NC2CCCCC2)c2ccco2)cc1 (stereo not given)
-7	-10	-1	1	1	-8	-4	1.1	Cc1cc(NC(=O)CSCC(=O)NC(C)c2ccccc2)no1 (stereo not given)
6	10	8	0.93	-14	11	17	0.89	Cc1ccc2cc(CN(Cc3ccc(F)cc3)Cc3nnnn3C3CCCC3)c(=O)[nH]c2c1
-5	3	-1	1	-10	-10	22	1.1	CS(=O)(=O)c1ccc(NC(=O)CCN2C(=O)C3CC=CCC3C2=O)cc1 (stereo not given)
-5	-12	-8	1.1	-8	-3	-1	1	CC1=CCC(C(=O)O)C(C(=O)O)C1 (stereo not given)
-6	3	-4	1	42*	-36	-5	1.4	O=C(c1ccc(OC2CCN(C/C=C/c3ccc(F)cc3)CC2)cc1)N1CCCC1
-24	-4	18	0.82	-2	-48	-2	1.5	N[C@@H](Cc1ccc(O)cc1)c1nnc([C@H](CO)NC(=O)C2CCNCC2)o1

HKDC1 inh	PfG6PD inh	mIAP block	mIAP act	ATG4B inh	hIAP block	A3A deaminase	hIAP act	smiles
-4	-13	-18	1.2	-9	11	-5	0.89	Cn1c(CCNC(=O)c2ccc(F)cc2)nc2ccccc21
11	10	12	0.88	-8	-7	-4	1.1	COCc1cc(C)nc(OCC(=O)N/N=C/c2ccccc2)c1C#N
9	-20	4	0.96	15	6	1	0.94	CCCC/S(C)=N/S(=O)(=O)c1ccc(C)cc1 (stereo not given)
-1	7	-11	1.1	1	-8	-10	1.1	CN(C)c1nc(=S)nc(NCc2ccccc2)[nH]1
-8	2	-4	1	-5	-2	0	1	CCOC(=O)Cn1cnc2c(nnn2-c2ccc(OC)cc2)c1=O
-2	-1	-9	1.1	-10	-7	0	1.1	Cc1cc(C)c(S(=O)(=O)c2ccccc2C)c(OCCN(C)C)n1
-8	-11	-8	1.1	-3	1	-3	0.99	CC1=NN(C(=O)c2c(Br)cnn2C)C(O)(C(F)(F)F)C1 (stereo not given)
-2	-4	-1	1	3	-19	1	1.2	CCN(CC)CC(O)Cn1c(-c2cccc(Cl)c2)nc2cc(C)c(C)cc21 (stereo not given)

HKDC1 inh	PfG6PD inh	mIAP block	mIAP act	ATG4B inh	hIAP block	A3A deaminase	hIAP act	smiles
-3	10	4	0.96	-6	10	-5	0.9	CCCN(CCC)c1ccc(/C=N/NC(=O)CN2CCOCC2)cc1
-1	-3	-2	1	-6	6	-1	0.94	Cn1nnnc1SCC(=O)Nc1c(Cl)cccc1Cl
-21	-25	-4	1	-1	-30	-6	1.3	C=CCc1cccc(/C=N/NC(=O)C[n+]2ccccc2)c1O
20	9	-8	1.1	-52	-14	-1	1.1	Cc1ccc(NC(=O)C(C)Sc2nc3nc(C)cc(C)n3n2)cc1 (stereo not given)
7	13	-4	1	-8	5	-1	0.95	Cc1ccccc1COC[C@H](CC(C)C)N1CCN(C(=O)c2cccc(C(F)(F)F)c2)CCC1=O
-6	3	-3	1	2	/	1	/	C[C@]12c3[nH]c4cc(-c5ccco5)ccc4c3CCN1C(=O)[C@@H](CC(=O)NCCN1CCOCC1)C[C@@H]2C(=O)N1CCOCC1
7	-4	22	0.78	5	-43	-2	1.4	CCOC(=O)CCc1c(C)nc(-n2[nH]c(C)c(CCO)c2=O)[nH]c1=O
-2	3	13	0.87	3	-11	0	1.1	CSc1nsc(SCC(=O)Nc2ccc(NC(C)=O)cc2)n1

HKDC1 inh	PfG6PD inh	mIAP block	mIAP act	ATG4B inh	hIAP block	A3A deaminase	hIAP act	smiles
-3	2	9	0.91	-13	2	0	0.98	COc1cccc(C2c3[nH]c4ccccc4c3CCN2Cc2cnn(C)c2)c1 (stereo not given)
-1	-15	11	0.89	-7	13	-2	0.87	Cc1ccc(/C=C2/SC(=S)N(CC(=O)Nc3ncc(Cc4ccc(C)cc4)s3)C2=O)cc1
1	5	-39	1.4	-1	-11	2	1.1	CCOc1ccc(CSCCNC(=S)Nc2ccc(OC)cc2)cc1
-8	-2	-7	1.1	-3	-7	-1	1.1	CCCc1c(C)nc2ccc(OC)cc2c1SCCC(=O)O
1	18	10	0.9	-12	-1	4	1	Cc1ccc(C)c(N(C(=O)CS(=O)CC(=O)Nc2ccc3c(c2)OCO3)C(C)C(=O)NC2CCCC2)c1 (stereo not given)
9	-6	0	1	10	3	-2	0.97	COc1ccc(Oc2c(C)oc3cc(OC(=O)N4CCOCC4)ccc3c2=O)cc1
1	-6	-6	1.1	15	-2	-8	1	CSc1ccccc1NC(=S)NC1CCCCC1
2	1	4	0.96	-12	11	-3	0.89	C/C(=N\O)C1(C)N(O)C(C)(C)C(c2ccc(Br)cc2)=[N+]1[O-] (stereo not given)

HKDC1 inh	PfG6PD inh	mIAP block	mIAP act	ATG4B inh	hIAP block	A3A deaminase	hIAP act	smiles
5	18	3	0.97	-8	7	-6	0.93	COC(=O)C1=C(O)/C(=C\c2ccc(OCC(=O)Nc3ccccc3OC)cc2)N=C1C
-2	9	-5	1.1	-9	-4	-5	1	CCCN1CCC(=NNc2ccc(C(=O)O)cc2)CC1
-6	8	0	1	-7	10	32	0.9	CCN1C(=NCCc2ccccn2)N[C@@H](c2cccc(C(F)(F)F)c2)C(C(=O)OC)=C1C
-6	-10	-21	1.2	1	-8	-27	1.1	COc1ccc(C(=O)C(C)[n+]2ccc(C)c3ccccc32)cc1[N+](=O)[O-] (stereo not given)
-6	0	1	0.99	-47	-2	3	1	O=C(COC(=O)C1COc2ccccc2O1)Nc1cccc(Cl)c1 (stereo not given)
-2	31	8	0.92	-2	20	0	0.8	CCN(CC)c1ccc(/C=N/N2CCN(Cc3ccc(C)cc3)CC2)c(O)c1
-7	-17	-8	1.1	11	-13	0	1.1	O=C1Cc2ccccc2C(c2ccc(Br)cc2)N1 (stereo not given)
-4	38	-7	1.1	-1	-7	3	1.1	COc1ccc(S(=O)(=O)CC(O)CN2CCCC2=O)cc1 (stereo not given)

Compound profiles (already shown):
O=C1Cc2ccccc2C(c2ccc(Br)cc2)N1 (stereo not given) as listed: HKDC1 inh = -7; PfG6PD inh = -17; mIAP block = -8; mIAP act = 1.1; ATG4B inh = 11; hIAP block = -13; A3A deaminase = 0; hIAP act = 1.1
CCN(CC)c1ccc(/C=N/N2CCN(Cc3ccc(C)cc3)CC2)c(O)c1 as listed: HKDC1 inh = -2; PfG6PD inh = 31; mIAP block = 8; mIAP act = 0.92; ATG4B inh = -2; hIAP block = 20; A3A deaminase = 0; hIAP act = 0.8

Carrying on.
HKDC1 inh	PfG6PD inh	mIAP block	mIAP act	ATG4B inh	hIAP block	A3A deaminase	hIAP act	smiles
2	-21	3	0.97	-12	-12	-4	1.1	COc1ccc(OC)c2sc(NC(=O)c3ccc(Cl)s3)nc12
-3	1	3	0.97	-9	-2	-2	1	Cc1ccc(C(=O)COC(=O)c2cc(=O)[nH]c3ccccc23)cc1C
-23	-35	2	0.98	-15	-15	0	1.1	Nc1nc(N2CCN(C(=O)c3ccco3)CC2)nc2ccccc12
-1	14	9	0.91	-2	0	0	1	CC(Oc1ccc2c(c1)oc(=O)c1ccccc12)C(=O)NCCCN1CCOCC1 (stereo not given)
8	5	6	0.94	-4	17	3	0.83	Cc1cc(NC(=O)C2CCCC2)n(-c2nc3ccccc3[nH]2)n1
-7	-6	-1	1	8	-4	1	1	COC(=O)Cn1c(=O)c(C)nc2ccccc21
1	-14	2	0.98	17	-2	1	1	Cc1cc(OC(C)C(=O)Nc2ccc(S(=O)(=O)Nc3onc(C)c3C)cc2)cc(C)c1Cl (stereo not given)
-8	-21	-1	1	-2	3	-1	0.97	COc1ccc(NC(=O)CN2C(=O)COc3ccc(C)cc32)c(OC)c1
-3	9	0	1	-3	-44	1	1.4	CN(CC(=O)Nc1cccc(F)c1)C(=O)c1cccc(S(=O)(=O)N2CCN(c3ccccc3)CC2)c1
-5	-7	-2	1	0	-15	-2	1.2	Cc1noc(C)c1COc1ccc(C(=O)NCCc2ccc(S(N)(=O)=O)cc2)cc1

Outcome played no part in choosing rows. Share with any hit: about 2.4%.
